Bioassay records from PubChem.
D2 ag – agonists of human D2 dopamine receptor; P14416; HEK293 T-REx D2 cells, calcium flux agonist mode; activation, % at 2 µM; actives 0.53% (n = 340,000);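 active = activation over 3 SD above normal in the single-dose calcium agonist read, cut at about 30% in these data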; also: 0% is about no effect
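Tetracycline-induced HEK293 Trex cells with D2 receptor force-coupled to calcium signaling, plated overnight at 30 C and loaded with no-wash calcium dye. Calcium flux read kinetically for 180 s after compound addition; responses flag agonists.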
TRHR agonist – agonists of human TRH receptor; P34981; TRHR cells, calcium flux fluo-8, FDSS agonist mode; activation, % at 2 µM; actives 0.18% (n = 360,000); also: 0% is about no effect
Target sequence (P34981 whole entry, looked up): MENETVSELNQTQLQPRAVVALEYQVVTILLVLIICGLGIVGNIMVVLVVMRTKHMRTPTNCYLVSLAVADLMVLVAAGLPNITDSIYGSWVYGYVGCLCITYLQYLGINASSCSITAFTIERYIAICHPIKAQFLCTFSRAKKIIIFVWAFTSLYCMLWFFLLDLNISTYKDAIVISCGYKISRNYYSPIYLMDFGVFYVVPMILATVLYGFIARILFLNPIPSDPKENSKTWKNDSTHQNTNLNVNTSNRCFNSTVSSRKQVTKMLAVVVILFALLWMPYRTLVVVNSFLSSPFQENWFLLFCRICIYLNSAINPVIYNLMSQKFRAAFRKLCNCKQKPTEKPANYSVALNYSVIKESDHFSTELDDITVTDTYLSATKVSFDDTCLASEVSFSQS
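Fluo-8-loaded TRHR cells; 10 s baseline, compound added, kinetic Ca2+ fluorescence read 1/s, agonist mode.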
D2 PAM – positive allosteric modulators of human D2 dopamine receptor. HEK293 T-REx D2, calcium flux, EC20 dopamine potentiation. potentiation, % at 10 µM. actives 0.34% (n = 340,000). AID 485347;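 active = potentiation over 3 SD above the plate norm, cut at about 30% in these data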; also: 0% is about no effect
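Calcium flux readout, no-wash dye, 1 read/s. Inducible HEK293 Trex D2 line, overnight 30 C. Compound alone 180 s (agonist flags), then EC20 dopamine, another 180 s to score potentiation.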
RXFP1 antagonist – antagonists of human relaxin receptor RXFP1 | Q9HBX9 | HEK293-RXFP1, relaxin-stimulated cAMP HTRF, 30 min; hits give low values | activity change, negative = inhibition, % at 57.5 µM | actives 0.59% (n = 350,000) | AID 1259400;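 active = activity change of -60% or lower, but not beyond a set lower limit; inconclusive = change between -60% and -40%, or beyond the set limit; inactive = change above -40%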; also: % is scaled to controls: 0 for no effect and ±100 for the full control effect
D1 ag – activates the human D1 dopamine receptor; HEK293 T-REx D1 cells, calcium flux, agonist mode; actives 1% (n = 360,000); P21728; activation, % at 2 µM; also: 0% is about no effect
Target sequence (P21728 whole entry, looked up): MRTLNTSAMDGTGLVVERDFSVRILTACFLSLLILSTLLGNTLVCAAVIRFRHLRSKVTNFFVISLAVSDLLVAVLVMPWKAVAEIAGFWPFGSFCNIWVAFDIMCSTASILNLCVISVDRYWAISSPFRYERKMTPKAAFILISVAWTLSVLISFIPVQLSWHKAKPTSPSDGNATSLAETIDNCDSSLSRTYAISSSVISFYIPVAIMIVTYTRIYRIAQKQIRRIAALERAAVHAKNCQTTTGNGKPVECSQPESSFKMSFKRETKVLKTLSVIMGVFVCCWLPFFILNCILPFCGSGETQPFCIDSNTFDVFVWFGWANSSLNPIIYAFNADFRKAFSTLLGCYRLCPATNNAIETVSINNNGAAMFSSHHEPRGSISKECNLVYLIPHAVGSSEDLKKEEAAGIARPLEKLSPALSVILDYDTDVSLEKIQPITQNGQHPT
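Agonism was scored from calcium flux recorded over 180 s (1 read/s) after pintool compound addition, following a 10-cycle baseline. Cells were inducible force-coupled HEK293 TREx D1, plated overnight at 30 C and loaded with no-wash calcium dye.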
D1 potentiator – enhances dopamine response at the human D1 receptor | P21728 | HEK293 TREx D1 cells, calcium flux, dopamine EC20 potentiation | potentiation, % at 10 µM | actives 0.036% (n = 360,000) | AID 504651; in the data active = potentiation above about 30%; also: 0% is about no effect
TRHR PAM – allosterically enhances the human TRH receptor; TRHR cells, fluo-8 calcium fluorescence, EC20 TRH enhancement; enhancement, % at 2 µM; actives 0.66% (n = 360,000); AID 493056; in the data active = enhancement above about 30%; also: 0% is about no effect
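TRHR-expressing cells loaded with fluo-8 calcium dye were read kinetically (ex 480/em 530) during compound addition, then stimulated with an EC20 of TRH (10 nM final). Enhancement of the Gq-mediated intracellular calcium response was scored.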
D1 antagonist – blocks dopamine activation of the human D1 receptor; activity change, negative = inhibition, % at 10 µM; HEK293 TREx D1 cells, calcium flux, dopamine EC80; hits give low values; P21728; actives 3.2% (n = 360,000); AID 504652; in the data active = activity change below about -30%; also: % is scaled to controls: 0 for no effect and ±100 for the full control effect
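Compound effects on dopamine-evoked calcium signalling were measured in tetracycline-induced HEK293 Trex D1 cells. Dopamine at EC80 followed a 180 s compound pre-read, and fluorescence was tracked kinetically for 180 s more.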
D2 antag – antagonists of human D2 dopamine receptor. AID 485344. inhibition, % at 10 µM. HEK293 TREx D2 cells, calcium flux, dopamine EC80. P14416. actives 2% (n = 340,000); in the data active = inhibition above about 30%; also: 0% is about no effect
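In this primary screen, negative modulation is detected by tracking calcium flux after an EC80 dopamine challenge in inducible HEK293 T-REx D2 cells preexposed to test compound for 180 s.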
Numbers without * were called inactive; ? = inconclusive; / = no result given. Rule as the data show it, unless noted: active = activation above about 30%; inactive = the rest.

no.	compound	D2 ag	TRHR agonist	D2 PAM	RXFP1 antagonist	D1 ag
1	O=C(O)c1ccccc1N/N=C/c1c(Sc2nnnn2-c2ccccc2)nc2ccccn2c1=O	6.6	22	-8	-2	20
2	CCCCn1c(-c2ccoc2C)n[nH]c1=S	-0.2	-0.1	0	-17	-2
3	O=C(O)c1cc([N+](=O)[O-])cc2c1C=Cc1ccccc1O2	-0.5	0.2	-2	-9	2
4	Cn1ccs/c1=N\S(=O)(=O)c1ccc(C(C)(C)C)cc1	-0.3	-0.1	6	-14	-2
5	CC(=O)C1=C(C)N(CC2CC2)C(=O)N[C@H]1c1ccccc1	-1.0	-0.2	1	/	3
6	O=C(CN1C(=O)C2(OCCO2)c2ccccc21)c1ccc(F)cc1	1.1	-0.5	13	21	0
7	Cc1cccc2cc(CN(Cc3ccc(F)cc3)C(=O)N(C)C)c3nnnn3c12	0.2	-0.3	13	-16	0
8	CC(=O)c1cccc(Nc2nc(-c3cccc(C)c3)nc3ccccc23)c1	-2.0	-1.3	12	1	1

no.	D1 potentiator	TRHR PAM	D1 antagonist	D2 antag
1	-5	8	-43*	15
2	-6	4	-12	0
3	-3	-2	4	-3
4	0	-6	/	-2
5	-3	2	-7	8
6	-2	1	-18	1
7	-1	-1	9	-7
8	-1	10	-3	/

Compound profiles, as listed above:
CC(=O)C1=C(C)N(CC2CC2)C(=O)N[C@H]1c1ccccc1 reads D2 ag: -1.0; TRHR agonist: -0.2; D2 PAM: 1; RXFP1 antagonist: /; D1 ag: 3; D1 potentiator: -3; TRHR PAM: 2; D1 antagonist: -7; D2 antag: 8
CC(=O)c1cccc(Nc2nc(-c3cccc(C)c3)nc3ccccc23)c1 reads D2 ag: -2.0; TRHR agonist: -1.3; D2 PAM: 12; RXFP1 antagonist: 1; D1 ag: 1; D1 potentiator: -1; TRHR PAM: 10; D1 antagonist: -3; D2 antag: /

New compounds follow:
no.	compound	D2 ag	TRHR agonist	D2 PAM	RXFP1 antagonist	D1 ag
9	CCC(C)NC(=O)CCc1c(C)nc2cc(-c3ccc(OC)cc3OC)nn2c1C (stereo not drawn)	0.3	0.0	3	/	0
10	CC(C)NCC(=O)C12CC3CC(CC(C3)C1)C2	0.6	-0.1	-8	6	1
11	O=S(=O)(CCSc1ccc(C(F)(F)F)cn1)c1ccc(Cl)cc1	-0.2	-0.5	-2	-32	4
12	Cc1ccc(-c2nn(CCC(=O)Nc3ccc(OC(F)(F)F)cc3)c(=O)c3ccccc23)cc1	0.0	1.2	-8	/	1
13	CCOC(=O)c1c(NC(=O)/C(C#N)=C/c2ccc(OC)cc2)sc2c1CCC2	0.1	6.5	-2	10	2
14	O=C(CCCc1ccccc1)NCCS(=O)(=O)N1CCN(c2ccc(F)cc2)CC1	-0.2	-0.6	-1	-4	2
15	O=C(Nc1cccnc1)C1CC(=O)N(c2ccc(F)cc2)C1 (stereo not drawn)	-2.6	-1.9	4	-4	17
16	Cn1c(CNc2cccc(Cl)c2)nnc1SCC(=O)OC1CCCCC1	0.3	-0.3	-9	-1	3

no.	D1 potentiator	TRHR PAM	D1 antagonist	D2 antag
9	1	5	2	/
10	-14	-2	-10	4
11	-6	-3	-13	-3
12	4	-1	-11	/
13	1	2	6	/
14	-8	-1	-12	-14
15	/	12	6	-15
16	2	1	-5	13

(list continues)
no.	compound	D2 ag	TRHR agonist	D2 PAM	RXFP1 antagonist	D1 ag
17	COc1cc2c3nnc(-c4ccccc4)c-3cn(Cc3ccccc3F)c2cc1OC	0.1	2.2	-6	-26	0
18	Cc1ccc(NC(=O)NC2CCCCC2)cc1Cl	1.1	0.4	-15	-2	6
19	CCOC(=O)N1CCC(N2Cc3cccc(C(=O)Nc4cccc(F)c4)c3C2=O)CC1	-0.5	1.3	/	4	3
20	CC(=O)OCc1cc2cccc(C)c2[nH]c1=O	/	0.7	4	2	2
21	COc1ccc(CN2CCN(C(=O)c3ccco3)CC2)cc1OCc1ccccc1	83*	-0.2	-16	1	1
22	CCN(CC)S(=O)(=O)c1ccc(Oc2ccccc2)c(N)c1	0.6	0.3	1	16	6
23	CN(CC(=O)Nc1cccc(F)c1)C(=O)c1ccc2c(c1)S(=O)(=O)N=C1CCCCCN12	1.5	-0.7	32*	4	2
24	O=C1CCCN1C(=O)COc1ccc([N+](=O)[O-])cc1	1.7	0.2	13	17	2

no.	D1 potentiator	TRHR PAM	D1 antagonist	D2 antag
17	-16	-4	-28	-4
18	-5	-6	-9	-4
19	2	-2	-20	-2
20	-5	-1	-11	/
21	-10	2	-7	71*
22	-3	-1	-17	-19
23	2	28	1	-1
24	-2	2	-83*	0

The results go on.
no.	compound	D2 ag	TRHR agonist	D2 PAM	RXFP1 antagonist	D1 ag
25	CN(C)c1ncc([N+](=O)[O-])cc1C(F)(F)F	0.4	0.4	-6	-1	2
26	CC(=O)NC1(c2cccc(F)c2)CCN(C(=O)Nc2ccc(C#N)cc2)CC1	-0.2	0.8	13	-2	2
27	COc1cccc(CN2C(=O)N(C(C)C)C(N(O)C(=O)NC(C)C)C2(C)C)c1OC (stereo not drawn)	/	-0.3	/	3	2
28	O=C(CNC(=O)c1ccc(Br)cc1)NCc1cccnc1	0.2	0.2	-3	10	-3
29	COCCCn1c(=N)c(S(=O)(=O)c2ccccc2)cc2c(=O)n3cc(C)ccc3nc21	0.8	-0.2	14	/	-1
30	Cc1onc(-c2c(F)cccc2Cl)c1C(=O)NC(C)c1ccccc1 (stereo not drawn)	1.2	-0.6	1	3	1
31	Cc1cc(C)n2c(SCC(=O)NC3CCCC(C)C3C)nnc2n1 (stereo not drawn)	2.5	1.4	-2	2	2
32	COc1ccc(CCN2CCC(CNC(=O)c3cnn(-c4ccc(C)cc4)c3C3CCN(C(=O)OC(C)(C)C)CC3)CC2)cc1	0.2	-1.2	-11	-5	58*

no.	D1 potentiator	TRHR PAM	D1 antagonist	D2 antag
25	6	3	5	-9
26	-4	2	-17	-16
27	3	2	30	/
28	-2	2	13	-4
29	1	3	-5	/
30	5	4	-26	-7
31	0	-5	0	-1
32	-7	13	-29	/

Further entries follow:
no.	compound	D2 ag	TRHR agonist	D2 PAM	RXFP1 antagonist	D1 ag
33	CNC(=O)CN1C(=O)c2cccc3cccc1c23	0.2	0.2	-1	-1	2
34	CC(C)(CN1CCOCC1)NS(=O)(=O)c1ccccc1	0.3	0.7	16	-6	2
35	COc1cc(C)nc(NS(=O)(=O)c2ccccc2)n1	0.5	0.1	4	-5	2
36	CCOc1cc(/C=C/c2nc3ccccc3c(=O)[nH]2)cc(Br)c1OC	0.0	1.1	4	/	2
37	O=C(NC(=S)N1CCN(C/C=C/c2ccccc2)CC1)c1ccc(F)cc1	-1.5	-0.4	-19	-12	7
38	Nc1c(C(=O)NCCc2ccccc2)nnn1Cc1ccc(Cl)cc1	5.9	5.9	-9	9	3
39	Cc1ccccc1OCC(=O)OCC(=O)NCCc1ccccc1	-0.1	-0.3	1	6	2
40	O=C(Nc1cccc2ncccc12)c1ccc(F)cc1	/	1.3	/	-4	4

no.	D1 potentiator	TRHR PAM	D1 antagonist	D2 antag
33	2	3	0	1
34	-2	10	28	-7
35	-2	23	-37*	23
36	4	-3	-1	15
37	-3	-4	-16	8
38	-2	7	-1	-2
39	-9	0	-4	12
40	-10	-6	1	/

Part of the list above, as tab-separated lines:
no.	smiles	D2 ag	TRHR agonist	D2 PAM	RXFP1 antagonist	D1 ag	D1 potentiator	TRHR PAM	D1 antagonist	D2 antag
35	COc1cc(C)nc(NS(=O)(=O)c2ccccc2)n1	0.5	0.1	4	-5	2	-2	23	-37*	23
36	CCOc1cc(/C=C/c2nc3ccccc3c(=O)[nH]2)cc(Br)c1OC	0.0	1.1	4	/	2	4	-3	-1	15
37	O=C(NC(=S)N1CCN(C/C=C/c2ccccc2)CC1)c1ccc(F)cc1	-1.5	-0.4	-19	-12	7	-3	-4	-16	8
38	Nc1c(C(=O)NCCc2ccccc2)nnn1Cc1ccc(Cl)cc1	5.9	5.9	-9	9	3	-2	7	-1	-2

Continuation:
no.	compound	D2 ag	TRHR agonist	D2 PAM	RXFP1 antagonist	D1 ag
41	Cn1c(CNc2cccc(Cl)c2)nnc1SCC#N	-0.4	-0.5	/	-14	1
42	N#C/C(=C\c1cccnc1)c1ccc([N+](=O)[O-])cc1	0.3	0.2	-8	14	-3
43	Nc1ccccc1C(=O)NCc1ccc(F)cc1	0.4	0.0	3	/	3
44	COc1ccc(NC(=O)C2CCN(S(=O)(=O)c3c(C)noc3/C=C/N(C)C)CC2)cc1	0.5	0.0	8	?	1
45	CSc1cccc(NC(=O)C2CC(=O)N(Cc3ccccc3)C2)c1 (stereo not drawn)	-0.7	-0.9	-34	6	8
46	CC(=O)N1CCN(c2ccc(NC(=S)NC(=O)c3ccccc3)cc2)CC1	/	0.9	/	/	9
47	O=C1CC(SC2=NCCS2)C(=O)N1c1ccc(Cl)cc1 (stereo not drawn)	1.2	0.1	1	6	4
48	CC(C)(C)c1ccc(COC(=O)CN2C(=O)NC3(CCCC3)C2=O)cc1	0.0	-0.3	3	-23	1

no.	D1 potentiator	TRHR PAM	D1 antagonist	D2 antag
41	-1	1	7	5
42	-4	2	-13	8
43	0	-1	-2	-7
44	-2	-5	-34*	9
45	2	2	-8	-22
46	9	-4	-11	/
47	-5	-4	5	-1
48	-12	9	1	5

(cont.)
no.	compound	D2 ag	TRHR agonist	D2 PAM	RXFP1 antagonist	D1 ag
49	c1ccc(CN2CCC(N3CCC(N4CCCCCC4)CC3)CC2)cc1	0.6	0.1	-8	9	6
50	O=C(NNC(=S)NC(=O)c1ccccc1[N+](=O)[O-])c1ccccc1O	/	1.6	/	16	1
51	CC(C)c1ccc(O)c(NC(=O)c2cccnc2)c1	-0.9	-0.1	8	-4	6
52	Cc1cc(C(=O)N2CCCC(N3CCN(c4ccc(F)cc4)CC3)C2)c(C)o1 (stereo not drawn)	-0.3	0.0	14	3	3
53	COCCN1Cc2cccc(C(=O)NCCc3ccccc3)c2C1=O	1.5	0.3	5	-13	2

no.	D1 potentiator	TRHR PAM	D1 antagonist	D2 antag
49	-5	3	0	2
50	-4	1	-5	/
51	-6	-3	7	3
52	-8	0	-10	-6
53	2	-7	5	3
